# PPARg SRC-2 ag – promotes SRC-2 coactivator recruitment by human PPARgamma; P37231; PPARgamma LBD-SRC-2 recruitment, biochemical; activation, % at 8 µM; actives 0.34% (n = 200,000); in the data active = activation above about 22%;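 note: 0% = vehicle and 100% = reference agonist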
# Target sequence (P37231 whole entry, looked up, the tested form may be a part): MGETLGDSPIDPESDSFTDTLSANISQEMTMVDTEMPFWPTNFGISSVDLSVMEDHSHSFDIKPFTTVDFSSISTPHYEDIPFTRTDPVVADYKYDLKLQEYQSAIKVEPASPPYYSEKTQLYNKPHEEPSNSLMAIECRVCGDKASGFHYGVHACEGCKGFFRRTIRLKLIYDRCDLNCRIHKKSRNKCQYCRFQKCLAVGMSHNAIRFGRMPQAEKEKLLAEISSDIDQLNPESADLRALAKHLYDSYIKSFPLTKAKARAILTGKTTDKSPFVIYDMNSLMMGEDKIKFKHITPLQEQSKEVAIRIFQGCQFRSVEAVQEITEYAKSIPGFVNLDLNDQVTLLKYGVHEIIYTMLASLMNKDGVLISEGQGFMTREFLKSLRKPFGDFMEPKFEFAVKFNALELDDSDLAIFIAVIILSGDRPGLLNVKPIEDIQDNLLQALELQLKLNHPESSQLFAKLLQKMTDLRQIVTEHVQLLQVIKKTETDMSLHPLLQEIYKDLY
# bIAP act – intestinal alkaline phosphatase (bovine) activation. activation factor at 20 µM. purified bovine IAP, CDP-star luminescence, 30 min; stronger effect = higher value; fold of DMSO-control signal, blank-subtracted. actives 0.17% (n = 200,000). AID 1016;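 active = activation factor of 2 or more at 20 µM, a signal rise over negative controls twice the positive control's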
# STAT3 act – STAT3 signaling activation. activation (% of control), % at 5.6 µM. U3A cells, IL-6 STAT3-luciferase reporter, luminescence; 100% = signal with IL-6 EC80 alone. actives 0.91% (n = 190,000). AID 871;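 active = activation above the screen-wide mean of compound activation plus 3 SD, cut at about 130% in these data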;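 note: 0% = background luminescence of wells with medium and substrate only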
#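 Material: human U3A cells carrying STAT3-luciferase construct. Measured by: reporter luminescence signal. Timing: compound 1 h, then IL-6 6 h at 37 °C.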
# STAT3 inh – STAT3 signaling inhibition; inhibition, % at 5.5 µM; U3A cells, IL-6 STAT3-luciferase reporter, luminescence; host cell line lacks STAT1; actives 0.89% (n = 190,000);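 active = inhibition above the mean inhibition across all screened compounds plus 3 SD, cut at about 44% in these data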;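 note: 0% = DMSO only wells and 100% = 100 µM nifuroxazide control wells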
# TNAP act hiacc – increases human TNAP activity under high phosphate acceptor concentration | P05186 | purified TNAP, CDP-star luminescence, 1 M DEA, 30 min; stronger effect = higher value; 0 = EDTA background, 1 = DMSO-only activity | activation factor at 20 µM | 200,000 tested, under 10 active;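 active = activation factor at least 2 at 20 µM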
# Target sequence (P05186 whole entry, looked up): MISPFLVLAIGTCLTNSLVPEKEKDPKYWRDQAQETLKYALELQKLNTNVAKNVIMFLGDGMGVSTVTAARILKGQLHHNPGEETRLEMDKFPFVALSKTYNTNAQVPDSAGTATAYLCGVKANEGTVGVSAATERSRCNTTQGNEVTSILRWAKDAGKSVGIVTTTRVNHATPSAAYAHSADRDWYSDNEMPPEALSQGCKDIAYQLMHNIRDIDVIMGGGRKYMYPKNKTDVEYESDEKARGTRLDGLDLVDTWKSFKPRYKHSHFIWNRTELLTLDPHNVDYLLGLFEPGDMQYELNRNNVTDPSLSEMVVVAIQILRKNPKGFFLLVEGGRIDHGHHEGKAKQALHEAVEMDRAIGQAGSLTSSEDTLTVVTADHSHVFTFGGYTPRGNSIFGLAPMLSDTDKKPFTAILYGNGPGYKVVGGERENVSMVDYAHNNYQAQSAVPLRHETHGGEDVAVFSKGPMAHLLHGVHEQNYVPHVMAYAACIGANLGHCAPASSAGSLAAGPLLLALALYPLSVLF
#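 Assay system: human TNAP; Input: enzyme diluted 1/800 final; Reagent: CDP-star luminogenic substrate at 100 µM final; Timing: 30 min, room temperature; Signal: luminescence; Evaluation: TNAP activation factor scaled between EDTA and DMSO control wells.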
# bIAP inhibitor – intestinal alkaline phosphatase (bovine) inhibition; purified bovine IAP, CDP-star luminescence, 30 min; inhibition, % at 20 µM; 190,000 tested, under 10 active; AID 1019;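 active = over 50% inhibition of intestinal alkaline phosphatase at 20 µM in the single-dose screen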
#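 Incubation: 30 min reaction at room temperature / Material: purified bovine intestinal alkaline phosphatase (IAP) enzyme / Input: enzyme at 1/65,000,000 dilution / Dosing: 20 µM single dose / Signal: CDP-star luminescence signal / Reagent: CDP-star chemiluminescent phosphatase substrate, 30 µM final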
# TR-FRET SRC-2 ct – flags TR-FRET format artefacts in PPARgamma SRC-2 recruitment agonist screen | TR-FRET artefact counter-screen; stronger effect = higher value | TR-FRET ratio at 8 µM | actives 0.4% (n = 200,000); in the data active = TR-FRET ratio above about 2000; note: inactives centre near 1500
# STAT1 inh – reduces IFN-gamma driven STAT1 reporter signal | inhibition, % at 5.5 µM | NIH 3T3 STAT1-luciferase reporter, luminescence | actives 0.35% (n = 200,000);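 active = inhibition above a set limit, the mean inhibition across all tested compounds plus 3 SD, cut at about 34% in these data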;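 note: 0% = IFN-gamma with DMSO and 100% = IFN-gamma with 300 µM nifuroxazide; values of inactives mirror those of a sister screen read the other way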
# PPARg SRC-1 ag – promotes SRC-1 coactivator recruitment by human PPARgamma; P37231; activation, % at 8 µM; PPARgamma-SRC-1 coactivator recruitment biochemical assay; actives 0.41% (n = 200,000); AID 631; in the data active = activation above about 19%;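 note: 0% = DMSO and 100% = reference agonist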
# PPARg SRC-3 ag – agonists of human PPARgamma SRC-3 coactivator recruitment; P37231; biochemical PPARgamma/SRC-3 coactivator recruitment assay; activation, % at 8 µM; actives 0.26% (n = 200,000); AID 731; in the data active = activation above about 23%;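 note: 0% = DMSO and 100% = reference agonist; some compounds past the cut are filed as inactive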
# ROMK primary – modulators of human ROMK potassium channel. P48048. Tet-inducible ROMK, thallium flux fluorescence; actives lie on both sides. B-score at 10 µM. actives 2% (n = 130,000). AID 1918;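 active = signal ratio slope over the read window, or its plate-corrected B-score, at least 3 SD from the plate mean, either direction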;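 note: B-score of the F/F0 ratio slope over 7 to 12 s after thallium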
# Active calls of the source: *; · = no result given; & = joins results of further samples.
nr	structure	PPARg SRC-3 ag	PPARg SRC-1 ag	PPARg SRC-2 ag	STAT1 inh	ROMK primary	STAT3 inh	STAT3 act	bIAP inhibitor	bIAP act	TNAP act hiacc	TR-FRET SRC-2 ct
1	COC(=O)CSc1nnc(-c2ccc(OC)cc2OC)o1	-6	1	9	4	-0.19	4	99	-6	1.1	1	1531
2	COc1ccccc1N1CCN(C(=O)CCC(=O)O)CC1	3	-1	3	-7	0.29	-5	105	7	0.9	1.1	1508
3	COCC(=O)N1CCN(c2cccc(Cl)c2)CC1	3	-3	3	2	-1.2	10	97	-15	1.2	1	1364
4	COc1ccc(-c2[nH]c(-c3ccc4c(c3)OCO4)nc2-c2ccccc2)cc1	9	9	1	3	·	17	90	-3	1	1	1634
5	Cc1ccn2c(-c3csc(NCc4ccccc4)n3)c(C)nc2c1	10	0	5	26	-4.7*	40	69	-3	1	1	1411
6	O=C(NNc1ccccc1Br)C(=O)n1ccc2ccccc21	5	10	6	16	-0.33	-3	106	25	0.8	1	1544
7	O=C(NC1CCCCC1)C1CC(O)CN1C(=O)OCc1ccccc1 (centres undefined)	7	-3	0	-2	·	-2	102	4	1	1	1412
8	O=C(NC(c1ccccc1)c1ccccc1)C1CCCN(S(=O)(=O)c2cnc[nH]2)C1 (centres undefined)	-3	-2	-8	-1	·	15	95	-15	1.1	1	1490
9	CCOC(=O)c1cn(CC#N)c2cc(F)c(F)cc2c1=O	2	-1	-2	-9	-0.85	0	104	-1	1	1	1487
10	Cc1nc(CN2CCN(C(=O)c3ccc(C(C)(C)C)cc3)CC2)cs1	3	-2	-1	-6	·	16	94	-20	1.2	1.1	1575
11	Cc1nc2nc[nH]n2c(=O)c1NC(=O)CC12CC3CC(CC(C3)C1)C2	2&8	3&5	5&3	2&-3	·	8&13	99&93	5&8	1&0.9	1&1	1459&1636
12	CC1CN(c2cc(=O)n(-c3ccccc3)c(=O)[nH]2)CC(C)O1 (centres undefined)	-1	-10	-7	-9	·	-5	103	11	0.9	1	1521
13	Cc1nc2nc3c(c(=O)n2[nH]1)CCC3	1	5	7	-8	0.55	-7	109	4	1	1.1	1695
14	CN(C)c1cc[n+](Cc2ccccc2)cc1	-4	3	-4	14	-0.028	15	93	22	0.8	1.1	1498
15	CC(C)/C=C1\CCc2c([nH]c3ccccc23)C1=O	4	9	-2	-20	1.8	17	90	11	0.9	1.1	1870
16	COc1ccc(C2C(C(=O)Nc3ccccc3)=C(C)N=C3SCC(=O)N32)cc1 (centres undefined)	3	6	5	4	·	9	96	5	0.9	1	1626
17	COc1ccccc1NC(=S)NC(=O)/C=C/c1ccco1	6	12	2	4	1.7	24	82	5	1	1	1448
18	CCOC(=O)C1=C(C)Nc2nc(SC)nn2C1c1ccc(C(=O)OC)cc1 (centres undefined)	-5	-5	4	-3	-1.7	-5	107	4	1	1.1	1519
19	CC(=O)c1ccc(NC(=O)C(C)N(C)CC(=O)Nc2cccc(F)c2)cc1 (centres undefined)	3	3	5	20	-1.1	6	98	-4	1	1	1725
20	CCCOC(=O)c1ccc(NC(=O)C2C3C=CC(O3)C2C(=O)O)cc1 (centres undefined)	-4	-4	1	-10	·	9	98	-2	1	1.1	1595
21	Cc1ccc(N(Cc2cc3cc(C)ccc3[nH]c2=O)C(=O)c2cccs2)cc1	1	2	2	4	·	19	83	9	0.9	1	1596
22	CC1CN(c2cc(=O)n(Cc3ccc(F)cc3)c(=O)[nH]2)CC(C)O1 (centres undefined)	5	4	5	4	·	10	99	8	0.9	1.1	1660
23	Cc1cc(NC(=O)c2c(Cl)cnn2C)no1	6	-3	1	-5	0.7	2	99	34	0.7	1	1388
24	CCC(=O)NC(=S)Nc1ccc(OC)cc1OC	-2	-1	-1	-11	·	7	96	·	0.4	1.1	1501
25	Cc1ccc(Oc2cc(NC(=O)CCCn3nc(C)c([N+](=O)[O-])c3C)cc([N+](=O)[O-])c2)cc1	0	-2	-5	-2	·	-13	111	12	0.9	1	1356
26	S=C(NCC1CCCO1)N1CCN(c2nc(-c3ccccc3)cs2)CC1 (centres undefined)	-2	-6	-2	14	-2.3	14	90	-5	1.1	1.1	1437
27	CCn1cc(C(=O)NC2CCCCC2)c(=O)c2ccc(C)nc21	3	1	5	-4	-0.79	14	86	17	0.8	1	1506
28	O=[N+]([O-])c1ccc(Cl)cc1Sc1cccc2cccnc12	1	6	9	-2	-0.015	5	98	·	0.4	1	1507
29	Oc1ccc(/C=N/Nc2nc(-c3ccc(Cl)cc3)cc(C(F)(F)F)n2)cc1	1	5	12	5	·	7	90	-5	1	1	1570
30	CCC(C)Sc1nc(O)c(Cc2ccccc2)c(=O)[nH]1 (centres undefined)	-9	-6	-2	3	-0.48	-10	108	15	0.8	1	1350
31	CC(=O)n1cc([C@@H]2C=C(C(=O)NCc3ccccc3)O[C@H](OCCCCO)C2)c2ccccc21	-3	-13	-3	-11	·	·	·	-6	1.1	1	1575
32	O=C(CC(c1ccccc1)c1cc(Br)ccc1O)NCCN1CCOCC1 (centres undefined)	-4	6	8	1	·	9	95	-6	1.1	1	1529
33	N#Cc1cc2c(nc1SCC(=O)N1CCCCC1)CCCC2	0	-8	-7	-8	·	-7	110	3	1	1	1461
34	CCN(CC)c1ccc(C2C3CCCCC3(O)CCN2CC(=O)Nc2ccccc2)cc1 (centres undefined)	13	-3	8	6	-0.76	1	103	-8	1.1	1	1523
35	CCOC(=O)C1(Cc2cccc(OC)c2)CCN(Cc2ccccc2)CC1	-5	-7	1	4	·	-6	110	-6	1.1	1	1384
36	CCN(CC)CC(=O)Nc1ccccc1SCC(=O)Nc1ccsc1C(=O)OC	0	-4	-6	-2	-1.1	6	103	-7	1.1	0.9	1498
37	CC1(C)Cc2c(c(N3CCOCC3)nc3sc4c(=O)[nH]cnc4c23)CS1	1	-7	1	5	-0.026	-3	105	0	1	1	1471
38	COc1ccc(NC(=O)Nc2nnc(N3CCCCC3C)s2)cc1OC (centres undefined)	5	8	12	0	0.04	6	94	-41	1.4	1	1659
39	CCC(=O)Nc1ccc(NC(=O)C23CC4CC(CC(C4)C2)C3)cn1	-2	-2	9	-3	·	-3	104	2	1	1.1	1285
40	CC(/C=N/NC(=O)c1ccncc1)=C\c1ccco1	2	2	8	0	0.19	7	99	-1	1	1	1449
41	CCn1cc(C(=O)NCCN(C)CCc2ccccc2)c(=O)c2cc(S(=O)(=O)N(C)C)ccc21	-10	1	-6	-2	·	-6	109	-15	1.1	1	1505
42	O=S(=O)(c1ccccc1)c1nc(-c2ccccc2)oc1NCc1cccnc1	-4	-3	0	-3	-0.051	3	101	4	1	1	1472
43	O=C(COC(=O)COc1ccccc1)Nc1ccc(S(=O)(=O)N2CCOCC2)cc1	-3	4	0	2	0.037	4	98	15	0.9	1	1597
44	FC(F)(F)c1nc2ccccc2n2c(-c3ccc(Cl)cc3)nnc12	0	10	-2	11	·	16	93	2	1	1.1	1529
45	Cc1ccc(NC(=O)c2nnn(-c3cccc(C(F)(F)F)c3)c2N)cc1	-3	2	-7	-10	1	9	97	20	0.8	1	1557
46	CCN(CC)CC(O)Cn1c2ccccc2c2ccccc21 (centres undefined)	5	1	8	-8	-1.5	6	98	4	1	1	1492
47	Clc1ccccc1-c1nnc2sc(-c3ccco3)nn12	11	6	3	10	-0.46	10	93	7	0.9	1	1784
48	CC(C)(Oc1ccc(Cl)cc1)C(=O)NCc1ccco1	-6	6	7	2	·	-1	106	-5	1	1.1	1721
49	O=c1o[nH]c(-c2ccccc2)c1C1=NCCCCC1	-3	10	6	0	-0.91	-6	107	·	·	·	1627
50	CC1CCCC(NC(=O)CCNS(=O)(=O)c2ccc(Br)cc2)C1C (centres undefined)	1	4	7	-3	·	7	96	-2	1	1	1631
51	Cn1cc(P(=S)(N2CCOCC2)N2CCOCC2)cc1P(=O)(N1CCOCC1)N1CCOCC1	7	9	4	1	0.22	3	104	-9	1.1	1.1	1573
52	COCc1cc(C)nc2sc3c(=O)n(Cc4ccco4)nnc3c12	-2	7	7	-3	·	2	103	-2	1	1	1659
53	COc1ccc(NC(=O)/C(C#N)=C\C=C\c2ccco2)cc1	3	9	8	-10	1.8	4	95	-7	1.1	0.9	1676
54	Cc1nc(-n2[nH]c3c(c2=O)CCCC3)[nH]c(=O)c1Cc1ccccc1	9	11	11	3	·	12	93	-50	1.5	1	1614
55	O=C(NC(=S)NCC1COc2ccccc2O1)c1ccccc1 (centres undefined)	6	1	8	-1	·	12	95	10	0.9	1	1586
56	CCCCNCCOCCOc1ccc(C)cc1Br	3	1	-5	-1	-1.6	4	98	31	0.7	1	1516
57	CCOC(=O)c1[nH]c(C)c(/C(O)=C2\C(=O)C(=O)N(CCN(C)C)C2c2cccc(OC)c2OC)c1C (centres undefined)	0	12	8	-1	0.048	4	100	-12	1.1	1.1	1553
58	Cc1nc(CSc2nnc3scc(-c4ccc(Cl)cc4)n23)cs1	-11	0	4	-2	-0.91	-4	105	1	1	1	1519
59	O=C(CCN1c2ccccc2Sc2ccccc21)OCc1nnc(-c2ccccc2)o1	-2	-6	11	5	·	0	105	7	0.9	1.1	1480
60	c1cncc(-c2nnc(C3CCCCC3)o2)c1	1	4	3	-6	·	-4	109	2	1	1.1	1603

# Screen by screen, from the results shown.
# Compounds 42 to 49 in STAT1 inh, in turn: -3, 2, 11, -10, -8, 10, 2, 0

# Filtered by structure, those above containing a nitro group on carbon (2)
nr	structure	PPARg SRC-3 ag	PPARg SRC-1 ag	PPARg SRC-2 ag	STAT1 inh	ROMK primary	STAT3 inh	STAT3 act	bIAP inhibitor	bIAP act	TNAP act hiacc	TR-FRET SRC-2 ct
25	Cc1ccc(Oc2cc(NC(=O)CCCn3nc(C)c([N+](=O)[O-])c3C)cc([N+](=O)[O-])c2)cc1	0	-2	-5	-2	·	-13	111	12	0.9	1	1356
28	O=[N+]([O-])c1ccc(Cl)cc1Sc1cccc2cccnc12	1	6	9	-2	-0.015	5	98	·	0.4	1	1507

# Next entries follow.
nr	structure	PPARg SRC-3 ag	PPARg SRC-1 ag	PPARg SRC-2 ag	STAT1 inh	ROMK primary	STAT3 inh	STAT3 act	bIAP inhibitor	bIAP act	TNAP act hiacc	TR-FRET SRC-2 ct
61	CC1CC(C)CN(C2CCN(Cc3cccnc3)CC2)C1 (centres undefined)	8	8	1	-3	0.61	2	104	-8	1.1	1.1	1850
62	O=C(Cn1c(=O)n(CCCCC(=O)NC2CCCC2)c(=O)c2ccccc21)NCCC1=CCCCC1	-3	-4	5	-7	·	3	98	-1	1	1	1434
63	CCC(CC)c1nnc(NC(=O)c2c(C)nn(Cc3ccccc3Cl)c2C)s1	0	0	-6	6	·	15	90	-4	1	1	1557
64	Cc1cc(C)cc(CC2CC(=O)N(c3ccc4c(c3)OCCO4)C2=O)c1 (centres undefined)	3	-3	1	-8	-0.03	4	100	2	1	1	1339
65	CC1CCCCN1c1cc(C#N)c(C#N)cc1[N+](=O)[O-] (centres undefined)	3	4	5	4	-0.13	8	99	7	0.9	1	1551

# Source: PubChem BioAssay
